Screening results: PubChem, several laboratories
Mtb FBA inh = Mtb FBA enzyme inhibitors, primary screen, biochemical, fluorescence, strain H37Rv | Fructose-bisphosphate aldolase (Mycobacterium tuberculosis (strain ATCC 25618 / H37Rv)), … | purified M. tuberculosis FBA, fluorescence read-out | inhibition, % at 1 µM | 2.3% of 360,000 active; in the data active means inhibition above about 27%;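 further: 0% = vehicle and 100% = reference inhibitor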
Target sequence (P9WQA3 whole entry, looked up): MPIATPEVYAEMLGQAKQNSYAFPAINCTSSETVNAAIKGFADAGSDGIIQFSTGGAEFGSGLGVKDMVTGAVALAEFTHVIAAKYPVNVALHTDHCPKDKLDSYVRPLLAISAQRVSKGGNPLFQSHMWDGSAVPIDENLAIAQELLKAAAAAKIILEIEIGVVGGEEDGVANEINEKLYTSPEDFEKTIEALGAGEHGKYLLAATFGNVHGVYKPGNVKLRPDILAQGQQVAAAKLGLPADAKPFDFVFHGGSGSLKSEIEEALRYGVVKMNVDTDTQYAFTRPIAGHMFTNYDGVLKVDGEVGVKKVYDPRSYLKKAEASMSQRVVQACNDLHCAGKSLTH
GDH-TPI counter = GDH-TPI coupling enzyme inhibitors, primary screen, artefact control for M. tuberculosis FBA inhibitor project, biochemical, absorbance, full deck; GDH-TPI coupled enzyme counterscreen, NADH absorbance; inhibition, % at 4.8 µM; 1.2% of 360,000 active; AID 588335, 2011;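 further: 0% = DMSO wells and 100% = wells lacking the enzyme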
CCHFV vOTU inh = CCHFV vOTU protease inhibitors, primary screen, biochemical, Pep-AMC substrate, fluorescence; Crimean-Congo hemorrhagic fever virus L polyprotein viral ovarian tumor (vOTU) protease …; 0.55% of 370,000 active; inhibition, % at 11.5 µM; AID 651958, 2012; further: 0% = vehicle wells with enzyme and 100% = no enzyme wells
BoNT-F LC inh = BoNT/F light chain protease inhibitors, primary screen, biochemical, flow cytometry, MLPCN library; 0.22% of 360,000 active; Botulinum neurotoxin type F light chain protease (Clostridium botulinum); inhibition, % at 10 µM; Multiplex microsphere protease cleavage assay; in the data active means inhibition above about 35%, passing the limit was not always enough; inconclusive means no clear call, values can overlap the other calls; further: plate controls were buffer without enzyme for full effect and enzyme alone for no effect
Mtb BioA inh = M. tuberculosis BioA enzyme inhibitors, primary screen, biochemical, plate reader, single point, HTS. AID 602481, 2012. purified M. tuberculosis BioA enzyme. 7,8-diaminopelargonic acid synthase BioA (Mycobacterium tuberculosis). 0.096% of 360,000 active. inhibition, % at 9.99 µM; in the data active means inhibition above about 40%; inconclusive means no clear call, values can overlap the other calls
VHR inh abs = VHR1 phosphatase inhibitors, primary screen, biochemical, absorbance, uHTS. recombinant VHR phosphatase, pNPP absorbance. inhibition, % at 13.3 µM. 0.52% of 290,000 active; in the data active means inhibition above about 50%; further: some compounds called inactive have numbers as strong as hits
Target sequence (P51452 whole entry, looked up): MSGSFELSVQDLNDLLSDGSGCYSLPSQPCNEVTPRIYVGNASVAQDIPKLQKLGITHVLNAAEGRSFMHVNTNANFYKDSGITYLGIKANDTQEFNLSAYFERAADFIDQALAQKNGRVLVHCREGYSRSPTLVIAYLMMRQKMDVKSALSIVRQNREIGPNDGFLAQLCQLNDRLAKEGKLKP
UGM FP inh = M. tuberculosis UGM enzyme inhibitors, primary screen, biochemical, fluorescence polarization, single point; inhibition, % at 10 µM; purified UGM, fluorescence polarization probe displacement; AID 504406, 2011; 0.06% of 320,000 active; in the data active means inhibition above about 10%, passing the limit was not always enough; inconclusive means no clear call, values can overlap the other calls
FadD28 binding = inhibitors of FadD28 bisubstrate probe binding, primary screen, biochemical, fluorescence polarization, single point | 0.22% of 360,000 active | inhibition, % at 12.5 µM; in the data active means inhibition above about 8.5%, passing the limit was not always enough; inconclusive means no clear call, values can overlap the other calls
Rv3671c protease = Rv3671c serine protease inhibitors, primary screen, biochemical, fluorescence polarization, M. tuberculosis H37Rv; inhibition, % at 5.96 µM; 0.048% of 320,000 active; AID 2606, 2010; in the data active means inhibition above about 38%;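 further: extracellular domain of Rv3671c used as enzyme; 0% = enzyme with DMSO and 100% = no enzyme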
Target sequence (P9WHR9 whole entry, looked up, the tested form may be a part): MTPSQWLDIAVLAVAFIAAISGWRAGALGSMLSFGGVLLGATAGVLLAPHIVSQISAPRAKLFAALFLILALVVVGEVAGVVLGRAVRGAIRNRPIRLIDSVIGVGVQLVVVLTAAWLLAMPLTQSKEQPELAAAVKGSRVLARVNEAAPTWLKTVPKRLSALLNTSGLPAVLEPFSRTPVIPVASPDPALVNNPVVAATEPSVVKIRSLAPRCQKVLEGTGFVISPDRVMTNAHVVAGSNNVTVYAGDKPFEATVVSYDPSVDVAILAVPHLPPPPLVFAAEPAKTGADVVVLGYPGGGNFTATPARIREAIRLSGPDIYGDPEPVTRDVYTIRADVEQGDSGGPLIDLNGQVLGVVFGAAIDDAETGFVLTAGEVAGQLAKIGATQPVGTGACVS
MazF activator = activators of E. coli MazEF toxin-antitoxin RNase, primary screen, biochemical, fluorescence, uHTS; Endoribonuclease toxin MazF (Escherichia coli (strain K12)), P0AE70; FAM/BHQ RNA-DNA oligo cleavage fluorescence, 5 h; activation, % at 20 µM; 0.32% of 350,000 active; in the data active means activation above about 50%
Target sequence (P0AE70 whole entry, looked up): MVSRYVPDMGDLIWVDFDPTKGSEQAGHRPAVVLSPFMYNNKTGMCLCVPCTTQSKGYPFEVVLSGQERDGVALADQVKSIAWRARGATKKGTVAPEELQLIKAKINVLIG
* marks the source's active call; other numbers are inactive results; ? = inconclusive; . = no result given. Unless noted, no stated cut-off is given here; in the data, active means inhibition above about 30%; inactive means the rest.

SMILES | Mtb FBA inh | GDH-TPI counter | CCHFV vOTU inh | BoNT-F LC inh | Mtb BioA inh | VHR inh abs | UGM FP inh | FadD28 binding | Rv3671c protease | MazF activator
COc1ccc(C2CC(=O)C=C(NCCC(C)C)C2)cc1 (configuration not stated) | -1 | 8 | -4 | . | 2.8 | 18 | 0.9 | -2.9 | 0 | 1
N#Cc1c(NC(=O)c2ccc(N3CCOCC3)c([N+](=O)[O-])c2)sc2c1CCCC2 | 2 | -6 | -7 | 4 | -1.0 | 8 | 2.8 | -3.8 | -13 | 0
COCCN1C[C@@H](CO)O[C@@H](n2cnc3c(N4CCCC4)ncnc32)C1 | 0 | 4 | 9 | -4 | -0.6 | . | . | -1.1 | . | .
O=C(NCc1ccco1)Nc1cccc([N+](=O)[O-])c1 | 0 | 0 | -10 | ? | 2.7 | 21 | . | -4.2 | . | 3
CCOCCCNc1nc(C(F)(F)F)nc2c1nnn2Cc1ccccc1Cl | -2 | -4 | 2 | 2 | -3.3 | -3 | -0.3 | -0.3 | -3 | -20
COc1cc(S(=O)(=O)N(Cc2cccs2)C2CC2)ccc1-n1cnnn1 | -2 | 10 | -2 | 5 | . | . | -0.9 | -0.5 | 6 | 8
Cc1nnc(SCc2cc(=O)[nH]c(=S)[nH]2)s1 | -2 | 6 | 7 | 1 | . | 22 | -0.7 | -2.7 | -3 | -6
CCn1c(SCC(=O)NC2CCCc3ccccc32)nnc1-c1cccs1 (configuration not stated) | -2 | 10 | 3 | -4 | -0.3 | 42 | -2.6 | 0.1 | 1 | -2
CC(C)C[C@H](CO)N(Cc1ccccc1)S(=O)(=O)N(Cc1ccccc1)[C@@H](CO)CC(C)C | -4 | -7 | 18 | -5 | -0.6 | . | -6.6 | -20 | -20 | -1
CCn1nnnc1-c1ccc(OC)c(S(=O)(=O)Nc2ccc(C)c(C)c2)c1 | 2 | 7 | 1 | -28 | . | -11 | 0.8 | 0.3 | -10 | -4
COc1cccc(C2=NN(C(=O)c3ccc(C)o3)C(O)(C(F)(F)F)C2)c1 (configuration not stated) | 2 | 6 | 12 | 2 | . | 23 | 0.2 | -3.2 | 6 | 0
COc1ccc(-c2cc(C(=O)OCC(=O)NC(C)(C)C)c3ccccc3n2)cc1 | 16 | 9 | . | 6 | . | 5 | 0.9 | -8.3 | -5 | .
CCOc1ccc(NC(=O)c2c(NC(=O)CN3CCCC3)sc3c2CCC3)cc1 | -2 | -12 | -3 | -6 | -2.3 | 29 | -1.5 | -2.1 | -2 | 1
O=C(COC(=O)c1nc(Cl)ccc1Cl)NNC(=O)c1cccs1 | 1 | -4 | -10 | -1 | -0.9 | . | -6.1 | -4.2 | 7 | 3
CN(C(=O)c1ccc(NC(=O)C2CC=CCC2C(=O)O)cc1)c1ccccc1 (configuration not stated) | 2 | -2 | -6 | -8 | -2.9 | 5 | 0.8 | -3.0 | 5 | -1
O=C(CC1(O)C(=O)Nc2cc(Cl)cc(Cl)c21)c1ccccc1O (configuration not stated) | -4 | -7 | -10 | -6 | -1.1 | 4 | -0.4 | -6.5 | -3 | 3
CCOCCn1c(N2CCN(c3ccc(OC)cc3)CC2)nc2c1c(=O)n(C)c(=O)n2C | -2 | 6 | -7 | -2 | -0.7 | -6 | -0.6 | -0.7 | 0 | 2
Cc1ccc2c(c1)C(O)(CC(=O)c1cccnc1)C(=O)N2 (configuration not stated) | 9 | 10 | 3 | -12 | 0.6 | 22 | -0.8 | -1.4 | 5 | 0
Cc1c(Cl)cccc1NC(=O)Nc1cc(C(C)(C)C)on1 | 4 | -11 | 29 | -23 | 1.1 | -13 | 1.6 | -0.2 | -16 | 1
CCOC(=O)/C=C1\SCC(=O)N1CC(=O)NC(c1ccccc1)c1ccccc1 | 0 | -1 | -12 | 7 | 0.8 | -1 | 3.1 | -0.6 | -13 | -7
CN(C)CCCNC(=O)C(=O)NCC1OCCN1S(=O)(=O)c1cc(F)ccc1F (configuration not stated) | -2 | 4 | -6 | -23 | -1.8 | 26 | 1.6 | -3.0 | -8 | 2
CCN(C(=O)CSc1nnc(-c2ccncc2)o1)c1ccccc1 | 2 | 8 | -15 | 4 | -0.8 | 11 | -0.2 | -1.0 | -1 | -13
COC(=O)c1ccc(-c2ccc(CNCC(O)c3ccccc3)o2)cc1 (configuration not stated) | 36* | 14 | -4 | -8 | -1.8 | 13 | 1.4 | -0.8 | 8 | -6
Cc1ccc(S(=O)(=O)N2CCOCC2)cc1NC(=O)CNCc1ccc(Cl)cc1Cl | -2 | -3 | -6 | -3 | 0.3 | . | 0.3 | -5.4 | 2 | 1
CCN(CC(=O)Nc1ccccc1OC)C(=O)CC1CCCC1 | 0 | 1 | -2 | -1 | 0.1 | . | -1.8 | -2.8 | 9 | 6
COc1ccc(N2CCC(CNC(=S)Nc3cccc(OC)c3)C2)cc1 (configuration not stated) | . | . | 10 | . | . | 4 | 1.1 | . | -2 | .
COc1nccnc1NS(=O)(=O)c1ccc(NC(=O)c2ccc(F)cc2)cc1 | 2 | 9 | -9 | -27 | . | 18 | 0.2 | -0.7 | 4 | 5
Cn1cccc1C(=O)NC(=O)COC(=O)c1ccc(O)cc1 | 3 | 7 | -9 | -8 | 1.2 | -18 | 2.1 | -1.3 | 0 | 7
COC(=O)C1=C(c2c(C)noc2C)C[C@@H]2CC[C@H]1N2C(=O)N1CCC(O)CC1 | 0 | -10 | 0 | 2 | -1.4 | . | 2.0 | -3.7 | 4 | 2
OC[C@H]1O[C@@H](c2nc(-c3nc(-c4ccc(F)cc4)no3)cs2)[C@H](O)[C@@H]1O | -4 | -6 | -1 | -4 | -0.9 | . | . | -3.2 | . | .
C=C1N2CCC(CC2)C1(O)c1ccc(C)c(C)c1 (configuration not stated) | 2 | -1 | -13 | 14 | -2.8 | 18 | 2.0 | -1.2 | 8 | 2
CCn1c(NC(=O)c2nn(C)cc2Br)nc2ccccc21 | -4 | 6 | 10 | 3 | . | -11 | -0.6 | -4.2 | -4 | 6
CC(=O)N1CCN(C(=O)c2cc(-c3cccc4ccccc34)nc3ccccc23)CC1 | 6 | 6 | -11 | 6 | 0.7 | 14 | 0.8 | -3.1 | 6 | 0
CCN1C(=O)[C@H]2[C@@H](c3ccc(C(F)(F)F)cc3)N[C@]3(CCCN(Cc4ccc(OC)cc4)C3=O)[C@H]2C1=O | -1 | 2 | -5 | -3 | 1.8 | . | . | -6.1 | . | 5
COc1ccc(C(=O)N/C(=C/c2ccc(Cl)cc2)C(=O)Nc2ccc(C(=O)O)cc2)cc1 | 2 | 19 | 2 | -4 | 0.4 | 19 | 0.2 | -3.8 | . | 0
O=C(Cc1ccccc1)Nc1cc([N+](=O)[O-])ccc1N1CCOCC1 | -3 | 9 | -3 | 4 | 1.9 | 35 | -0.6 | -1.1 | -4 | -5
Cc1ccccc1-n1nnnc1Sc1nnnn1-c1ccccc1 | 1 | 8 | 5 | -7 | 0.0 | 0 | 1.2 | -1.6 | 10 | 4
COc1ccc(-c2nn(-c3ccccc3)cc2/C=C/C(=O)OCC(=O)Nc2cccc(C#N)c2)cc1 | 6 | 7 | -1 | -2 | . | 0 | 2.0 | 0.7 | -7 | -18
COc1ccc(C/C(C)=N/NC(=O)C2COc3ccccc3O2)cc1 (configuration not stated) | -5 | 5 | -1 | -1 | . | 9 | 2.4 | -2.9 | 2 | -5
CC1CCN(C(=O)c2ccc(N3CCOCC3)c([N+](=O)[O-])c2)CC1 | 0 | 4 | -4 | 5 | -0.5 | . | -6.9 | -0.4 | -11 | 2

No new results follow: entries from further up.
SMILES | Mtb FBA inh | GDH-TPI counter | CCHFV vOTU inh | BoNT-F LC inh | Mtb BioA inh | VHR inh abs | UGM FP inh | FadD28 binding | Rv3671c protease | MazF activator
OC[C@H]1O[C@@H](c2nc(-c3nc(-c4ccc(F)cc4)no3)cs2)[C@H](O)[C@@H]1O | -4 | -6 | -1 | -4 | -0.9 | . | . | -3.2 | . | .
C=C1N2CCC(CC2)C1(O)c1ccc(C)c(C)c1 (configuration not stated) | 2 | -1 | -13 | 14 | -2.8 | 18 | 2.0 | -1.2 | 8 | 2

Following part.
SMILES | Mtb FBA inh | GDH-TPI counter | CCHFV vOTU inh | BoNT-F LC inh | Mtb BioA inh | VHR inh abs | UGM FP inh | FadD28 binding | Rv3671c protease | MazF activator
O=C(NCC1CC1)Nc1cccc(C(F)(F)F)c1 | 1 | 11 | 0 | -6 | -1.3 | 10 | 2.2 | 0.8 | . | 1
COc1ccccc1N1CCN(S(=O)(=O)CCNC(=O)C(C)Oc2ccccc2)CC1 (configuration not stated) | -3 | 4 | 0 | 0 | 0.6 | . | . | -0.6 | . | -3
Cn1c(=O)c2c(nc(NCCNC(=O)c3ccco3)n2Cc2ccccc2F)n(C)c1=O | 1 | -9 | 2 | 4 | 0.9 | 22 | -2.1 | 0.1 | 5 | 0
CCOc1ccccc1-n1nnnc1SCc1nc2ccccc2s1 | 0 | 5 | -4 | -8 | -1.6 | 2 | 0.4 | -0.4 | 2 | -5
CCN(CC)c1ccc(NC(=O)Cn2cc3c(n2)CCC(C)C3)c(C)c1 (configuration not stated) | 4 | -4 | 0 | 6 | -0.7 | 15 | -2.6 | -1.1 | -4 | -2
O=C(O)Cc1sc(-c2cccnc2)nc1-c1ccc(Br)cc1 | 11 | 13 | -17 | -1 | . | 4 | 1.1 | -0.1 | -5 | -12
COC(=O)c1cccc(CSc2nc3ccccc3[nH]2)c1 | -3 | 2 | -14 | -8 | -0.9 | 4 | 2.5 | -4.3 | -15 | 4
CC(C)(C)c1ccccc1OCC(=O)NCCCn1ccnc1 | -1 | -12 | -16 | -4 | 4.4 | 30 | -2.4 | -2.6 | -5 | 1
O=S1(=O)CC2SC(=S)N(c3ccccc3)C2C1 (configuration not stated) | 3 | 2 | 8 | . | -0.9 | 14 | 1.1 | -2.7 | 3 | 7

8 consecutive compounds already listed:
SMILES | Mtb FBA inh | GDH-TPI counter | CCHFV vOTU inh | BoNT-F LC inh | Mtb BioA inh | VHR inh abs | UGM FP inh | FadD28 binding | Rv3671c protease | MazF activator
COc1ccccc1N1CCN(S(=O)(=O)CCNC(=O)C(C)Oc2ccccc2)CC1 (configuration not stated) | -3 | 4 | 0 | 0 | 0.6 | . | . | -0.6 | . | -3
Cn1c(=O)c2c(nc(NCCNC(=O)c3ccco3)n2Cc2ccccc2F)n(C)c1=O | 1 | -9 | 2 | 4 | 0.9 | 22 | -2.1 | 0.1 | 5 | 0
CCOc1ccccc1-n1nnnc1SCc1nc2ccccc2s1 | 0 | 5 | -4 | -8 | -1.6 | 2 | 0.4 | -0.4 | 2 | -5
CCN(CC)c1ccc(NC(=O)Cn2cc3c(n2)CCC(C)C3)c(C)c1 (configuration not stated) | 4 | -4 | 0 | 6 | -0.7 | 15 | -2.6 | -1.1 | -4 | -2
O=C(O)Cc1sc(-c2cccnc2)nc1-c1ccc(Br)cc1 | 11 | 13 | -17 | -1 | . | 4 | 1.1 | -0.1 | -5 | -12
COC(=O)c1cccc(CSc2nc3ccccc3[nH]2)c1 | -3 | 2 | -14 | -8 | -0.9 | 4 | 2.5 | -4.3 | -15 | 4
CC(C)(C)c1ccccc1OCC(=O)NCCCn1ccnc1 | -1 | -12 | -16 | -4 | 4.4 | 30 | -2.4 | -2.6 | -5 | 1
O=S1(=O)CC2SC(=S)N(c3ccccc3)C2C1 (configuration not stated) | 3 | 2 | 8 | . | -0.9 | 14 | 1.1 | -2.7 | 3 | 7
